Screens deposited in PubChem by several laboratories.
CAL PDZ FP-1: inhibitors of human CAL PDZ peptide binding; AID 504414; inhibition, % at 20 µM; purified CAL PDZ, TMR-peptide fluorescence polarization, 1 h; hit rate 0.02% among 330,000; Q9HD26;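 active = highest replicate inhibition of at least 40%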;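 note: plate controls were DMSO neutral control wells for no effect and unlabeled competitor peptide control wells for full effect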
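material = purified tagged CAL PDZ domain construct (CerCALP) | compound dosing = 20 µM, one dose | times = 1 h at RT | measured by = fluorescence polarization from S- and P-plane intensities, G-factor corrected | read-out = inhibition from polarization loss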
CAL PDZ FP-2: inhibitors of human CAL PDZ peptide binding; Q9HD26; purified CAL PDZ, TMR-peptide fluorescence polarization, 1 h; inhibition, % at 24.9 µM; hit rate 0.92% among 300,000; AID 602252;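 active = mean inhibition of at least 30% with at least half of replicates also reaching 30%; inconclusive = no clear call, values can overlap the other calls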;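 note: 0% = DMSO neutral control and 100% = excess unlabeled competitor peptide PRC23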
Keap1 Nrf2 FP: disrupts human Keap1 binding to Nrf2 peptide; Q14145; Keap1 Kelch-Nrf2 peptide fluorescence polarization, 1536-well; inhibition, % at 9.4 µM; hit rate 0.15% among 340,000; AID 504523; in the data active = inhibition above about 12%; inconclusive = no clear call, values can overlap the other calls; inactive = below about 7.3%;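 note: human Keap1 Kelch domain with fluorescein labeled Nrf2 9mer peptide probe; 0% = neutral control wells and 100% = peptide positive control; higher means more block of Keap1 binding to Nrf2 peptide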
Arr AP2 block: human beta-arrestin and AP2 interaction inhibition; hit rate 0.31% among 340,000; FITC-arrestin peptide / GST-AP2 beads, flow cytometry; AP2 beta2 appendage carries R879A mutation; inhibition, % at 10 µM; AID 504490;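 active = inhibition above a set limit, near 3 SD of compounds lacking own fluorescence, cut at about 54% in these data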;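 note: plate controls were DMSO wells for no effect and 5 µM unlabelled arrestin peptide for full effect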
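Measured by: flow cytometry, FL1 (488/535 nm); Material: AP2 appendage R879A on GSH beads; Evaluation: percent response; Timing: pre-incubation 12 min, peptide binding 1 h, room temperature; Also added: 50 nM FITC-arrestin peptide; Medium: PBS with 0.05% Tween 20 and 0.1% BSA.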
C-LANA FP: KSHV C-LANA DNA binding inhibition; MBP-C-LANA/FAM-LBS DNA binding, fluorescence polarization; inhibition, % at 9 µM; hit rate 0.078% among 340,000; AID 504423;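 active = highest replicate inhibition at or above 60% at 9 µM, even if other replicates fall short; inactive = all replicates below 60% inhibition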;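 note: 0% = neutral control wells and 100% = 4 µM acridine orange control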
Pemphigus Ab inh: blocks pemphigus antibody binding to human desmoglein-3. P32926. DSG3-coupled beads, scFv-anti-DSG3-GFP binding, flow cytometry; active compounds read low. binding (percent of control), % at 10 µM. hit rate 0.48% among 310,000;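 active = binding more than 3 SD below its plate's average and above zero; inconclusive = below that plate limit but binding exactly zero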;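 note: hits lower antibody fragment binding to DSG3; some compounds called inactive have numbers as strong as hits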
NSD2 inh: inhibitors of human histone methyltransferase NSD2; O96028; NSD2 peptide methylation, AlphaScreen, 120 min; inhibition, % at 12.5 µM; hit rate 0.54% among 310,000; in the data active = inhibition above about 50%
Target sequence (O96028 whole entry, looked up): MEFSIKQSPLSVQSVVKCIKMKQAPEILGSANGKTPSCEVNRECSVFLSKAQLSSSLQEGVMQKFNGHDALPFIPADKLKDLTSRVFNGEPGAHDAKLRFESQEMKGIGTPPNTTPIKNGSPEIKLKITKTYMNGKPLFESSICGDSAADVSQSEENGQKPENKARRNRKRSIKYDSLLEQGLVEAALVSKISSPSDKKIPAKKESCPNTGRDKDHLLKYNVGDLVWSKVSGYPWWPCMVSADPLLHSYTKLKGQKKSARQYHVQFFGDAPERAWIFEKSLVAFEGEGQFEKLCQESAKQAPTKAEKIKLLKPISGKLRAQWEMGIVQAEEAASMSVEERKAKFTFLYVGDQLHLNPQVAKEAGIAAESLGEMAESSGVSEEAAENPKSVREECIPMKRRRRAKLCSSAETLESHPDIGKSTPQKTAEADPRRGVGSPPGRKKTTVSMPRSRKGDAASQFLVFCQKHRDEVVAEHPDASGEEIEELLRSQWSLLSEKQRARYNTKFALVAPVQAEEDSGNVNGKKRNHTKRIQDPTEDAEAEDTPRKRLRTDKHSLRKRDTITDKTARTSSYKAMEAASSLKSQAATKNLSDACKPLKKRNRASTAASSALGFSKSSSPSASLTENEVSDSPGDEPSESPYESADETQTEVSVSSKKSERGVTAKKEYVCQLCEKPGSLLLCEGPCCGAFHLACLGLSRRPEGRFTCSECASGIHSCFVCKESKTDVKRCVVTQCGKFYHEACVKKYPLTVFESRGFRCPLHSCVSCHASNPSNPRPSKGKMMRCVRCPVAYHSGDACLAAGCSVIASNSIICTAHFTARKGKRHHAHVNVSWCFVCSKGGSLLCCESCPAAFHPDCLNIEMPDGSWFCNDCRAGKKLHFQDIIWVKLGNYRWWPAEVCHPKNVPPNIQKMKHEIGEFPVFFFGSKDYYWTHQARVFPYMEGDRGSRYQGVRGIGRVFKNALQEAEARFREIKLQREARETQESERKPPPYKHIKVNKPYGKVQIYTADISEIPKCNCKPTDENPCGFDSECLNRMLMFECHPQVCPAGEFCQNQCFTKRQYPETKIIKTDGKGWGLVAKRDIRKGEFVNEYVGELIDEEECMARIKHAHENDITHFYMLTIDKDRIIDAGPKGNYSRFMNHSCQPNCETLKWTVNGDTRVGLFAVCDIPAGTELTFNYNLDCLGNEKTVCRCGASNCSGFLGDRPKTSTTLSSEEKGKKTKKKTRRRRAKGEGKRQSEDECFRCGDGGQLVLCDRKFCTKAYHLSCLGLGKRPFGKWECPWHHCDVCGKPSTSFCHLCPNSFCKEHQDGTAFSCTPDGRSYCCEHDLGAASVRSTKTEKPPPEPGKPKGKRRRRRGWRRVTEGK
V-ATPase pH: yeast V-ATPase proton transport regulation by pHLuorin; S. cerevisiae, pHLuorin cytosolic pH fluorescence; hit rate 0.37% among 350,000; AID 504577; response, % at 10 µM; in the data active = response mostly above about 7.3%, no sharp cut-off; inactive = mostly below about 5.4%; note: actives read high; inactives centre near 0; some compounds called inactive have numbers as strong as hits; reference of the scale not given here
DAGLB inh: diacylglycerol lipase beta (human) inhibition | Q8NCG7 | HEK293T DAGLB membrane lysate, EnzChek fluorogenic substrate | inhibition, % at 5.17 µM | hit rate 0.059% among 340,000 | AID 504411; in the data active = inhibition above about 34%;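 note: 0% = enzyme with vehicle and 100% = wells lacking enzyme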
RTF Ca sens inh: cardiac RTF calcium desensitization. P19429+P45379. IANBD-labeled cardiac RTF, Ca2+ fluorescence. inhibition, % at 7.15 µM. hit rate 0.12% among 340,000. AID 493244;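 active = inhibition above the mean inhibition of all tested compounds plus 3 SD, cut at about 17% in these data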;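 note: assay run at fixed EC70 calcium of 1.6 mM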
Starred values were filed as active, the others as inactive; u = inconclusive; x = no result given; & = joins results of further samples. An excerpt (hit frequency here may not be typical).

Compound,CAL PDZ FP-1,CAL PDZ FP-2,Keap1 Nrf2 FP,Arr AP2 block,C-LANA FP,Pemphigus Ab inh,NSD2 inh,V-ATPase pH,DAGLB inh,RTF Ca sens inh
Cc1cc(C)n2cc(-c3ccc(Cl)cc3)c(C(=O)O)c2n1,-1.7,3,-6,9,-0.4,112,0,0,-2,-4
NC1=NC(=O)/C(=C/c2cccc(-c3ccc(S(N)(=O)=O)cc3)c2)S1,-1.7,-1,2,4,-0.5,x,x,0,0,-6
O=C(CCn1c(=S)[nH]c2ccccc2c1=O)Nc1cccc(Cl)c1,-1.4,2,1,-12,1.6,81,7,0,2,-6
Cc1ccccc1C(=O)N1CCC(C(=O)Nc2ccccc2Cl)CC1,-2.0,-3,5,3,-2.7,x,2,1,1,-6
CCCNC(=O)c1nn2cc(Br)cnc2c1Br,x,-3,-3,-12,-1.9,105,2,0,-3,-8
Cc1cc(OCC(=O)NNC(=O)c2cccs2)ccc1Br,-0.2,1,2,6,0.4,x,0,-5,4,-5
Clc1ccc(Nc2ccc3ccccc3n2)cc1,0.0,-1,-2,-6,-0.5,111,32,2,-3,0
Cn1c(=O)c2c(nc(-n3ccnc3)n2Cc2ccc(Cl)cc2Cl)n(C)c1=O,-2.7,-2,-6,6,0.8,93,6,-3,2,-5
Cc1ccn2c(=O)nc(SCC(=O)N3CCCCCC3)nc2c1,-2.3,8,-1,2,-0.1,104,-1,-2,1,-6
COc1ccc(/C=C/C(=O)NCC(c2ccc(F)cc2)N2CCOCC2)cc1OC (centres undefined),-0.7,0,u,11,-15,102,-3,2,-3,0
O/N=C/c1ccc2ccccc2c1,-2.8,2,4,12,0.6,103,-4,3,1,-6
CN(C)c1nc2n(c(=O)n1)C(C#N)CS2 (centres undefined),-1.6,x,-6,4,1.7,96,3,-5,3,-8
O=C(CSc1nnc(-c2ccccc2F)n1C1CC1)Nc1cccnc1Cl,0.0,-7,-5,-3,0.4,106,0,-3,1,-1
CCOC(=O)N1CCN(C(=O)c2ccc(CS(=O)c3ccccc3)o2)CC1 (centres undefined),-1.0,x,-4,-19,0.8,103,10,4,0,-3
CC(=O)N1CCCc2cc(S(=O)(=O)N(CC(C)C)CC(C)C)ccc21,-1.2,0,-5,1,1.0,79,-1,11,-2,-14
Cc1cc(Nc2ccc([N+](=O)[O-])cc2)nc2ccccc12,-1.4,8,3,17,0.5,94,2,-2,-1,3
Cc1cc2c(cc1C)CSC(c1ccc(O)cc1)SC2,-2.5,-4,4,5,-0.9,128,x,-2,-9,-5
COC(=O)c1ccccc1NC(=O)CN(C)Cc1ccccc1,-1.4,1,0,17,-1.3,92,24,8,-8,-29
O=C(CSc1cc(Cl)ccc1Cl)Nc1ccc(N2CCOCC2)cc1,-0.3,-3,-4,6,-1.1,x,0,1,-20,-2
O=C(NC1CCCCC1)C(c1ccc(F)cc1)N(Cc1ccco1)C(=O)c1csnn1 (centres undefined),-2.3,1,4,23,0.5,100,1,-2,-3,10
CSCCC(NC(=O)/C(=C\c1ccc(Cl)cc1)NC(=O)c1ccccc1)C(=O)O (centres undefined),0.3,1,-2,11,-0.3,102,-10,3,-1,-8
COc1cc(CC(C#N)(CO)c2nc3ccccc3[nH]2)ccc1OC(F)F (centres undefined),-3.2,-2,1,2,-1.5,116,-3,1,0,-7
Cc1sc(NC(=O)CN(CCc2ccccc2)C(=O)C2CC2)c(C(N)=O)c1C,-1.2,x,4,0,-0.4,98,1,-1,4,0
CCOC(=O)C1(CCOC)CCCCC1=O (centres undefined),x,x,x,x,x,110,-1,0,-8,x
COCCN(CCOC)C(=O)c1ccc(NS(=O)(=O)c2ccc3c(c2)OCCO3)cc1,-0.2,x,2,24,-0.4,110,-1,2,-3,-3
CCOC(=O)C1CCN(S(=O)(=O)c2ccc3c(c2)NC(=O)CS3)CC1,-2.1,15,-5,1,2.0,103,-3,-2,-4,-1
CC1(c2nnc(-c3ccncc3)o2)CC(c2ccc(F)cc2)=NO1 (centres undefined),-0.3,-1,-4,0,1.5,105,x,-4,-6,-8
Cc1ccc(NC(=O)C2CC(=O)n3ncnc3N2)cc1C (centres undefined),0.4,-2,0,-32,-1.2,x,-5,1,2,0
CCOc1ccc(Nc2nc(Cc3nnc(SCC(N)=O)o3)cs2)cc1,-0.7,-3,-2,0,0.1,99,2,2,3,-4
COc1ccc(NC(=O)C2CCC(CNc3c(N4CCC(C)CC4)c(=O)c3=O)CC2)cc1OC (centres undefined),-0.3&0.7,-1&-6,-2&-1,12&2,0.0&-0.8,120&95,3,1&1,3&-1,-11&-5
COc1ccc(CN(C)CC(=O)Nc2ccccc2-c2ccccc2)c(OC)c1,-2.6,-8,0,-17,-0.2,125,-3,-4,-15,1
COc1cccc(-c2cnc(OC(C)(C)C)nc2OC(C)(C)C)c1,-0.3,1,-3,-3,-1.8,108,x,2,0,-14
O=C(NC(=S)NNC(=O)c1ccccc1O)c1cccnc1,-4.6,0,1,-12,1.5,96,-20,-2,-1,-13
COc1ccc(Br)cc1/C=N/NC(=O)CNC(=O)/C=C/c1ccccc1,-0.6,-3,-5,-1,-2.9,112,3,-2,4,-5
O=C(COC(=O)c1cccnc1Cl)Nc1nc(-c2ccccc2)cs1,-1.7,-4,-5,-1,0.4,x,-1,-4,-8,3
CCCCN(CCCC)CCn1cnc2c([nH]c3ccc(OC)cc32)c1=O,-1.4,-11,-4,0,1.1,99,x,-7,-2,-10
COc1ccc(NC(=O)c2ccco2)cc1NC(=O)c1ccco1,-1.1,-2,-4,18,2.2,x,-2,0,0,-14
C=CCc1cc(C=Nc2ccc(N3CCOCC3)cc2)cc(OCC)c1O,0.8,-1,-6,4,-14,111,2,4,0,-4
COC(=O)c1sc(NC(=O)CSc2nc3cccnc3n2C2CCCCC2)nc1C,-3.1,-3,-5,8,-0.7,102,-56,-2,0,0
O=C(O)c1ccc(/C=N/N2CCN(Cc3ccc(Cl)cc3)CC2)cc1,-1.5,-3,0,-9,-1.5,106,-1,-5,4,-7
Cc1ccc(C)c(C(=O)COC(=O)Cn2c(C)csc2=O)c1,-2.1,0,1,50,0.3,96,-2,-3,-2,-5
CCOC(=O)c1ccc(N2C(=O)c3n[nH]c(C)c3C2c2ccccc2)cc1 (centres undefined),-1.8,-1,-7,5,-4.3,96,1,2,0,-4
Cc1cn(CC(C)C)c(=O)n(-c2ccccc2)c1=O,0.7,-2,-2,-9,2.4,114,0,2,-1,-3
O=C(CN1C(=O)c2cccc3cccc1c23)N1CCc2ccccc2C1,-1.2,-4,7,-14,0.8,106,-1,0,0,-5
CCOC(=O)C1CCN(C(=O)CCCn2nc(C)c3c(C)n(-c4ccc(C)cc4)nc3c2=O)CC1,-1.6,-3,3,10,0.1,104,0,-2,-2,-6
O=C(NCc1ccccc1)C1CCC(=O)N(CCN2CCOCC2)C1 (centres undefined),-1.1,x,-2,0,0.6,110,-6,1,2,-2
Cc1ccc(CNC(=O)c2ccc(N3CCC4(CC3)CC(c3ccccc3)=NO4)c(NC(=O)c3c(Cl)cccc3Cl)c2)cc1,0.9,51*,-7,3,-1.9,99,x,2,0,-7
COc1ccc2nc(NC(=O)CCNC(=O)c3ccco3)sc2c1,-1.0,-9,-8,-2,-1.6,109,-2,0,1,-2
COC(=O)C1=C[C@@H](C(=O)OC)C2C3=C(C(=O)C24CCCCC4)[C@H](C)n2c(=O)n(-c4ccccc4)c(=O)n2[C@@H]3C1 (some centres undefined),-0.7,0,1,-1,-0.2,100,x,-1,-3,-1
O=C(CNS(=O)(=O)c1ccccc1)OCC(=O)c1ccc([N+](=O)[O-])cc1,-1.2,1,-2,9,-0.1,97,-3,-4,-2,-5

The listing continues.
Compound,CAL PDZ FP-1,CAL PDZ FP-2,Keap1 Nrf2 FP,Arr AP2 block,C-LANA FP,Pemphigus Ab inh,NSD2 inh,V-ATPase pH,DAGLB inh,RTF Ca sens inh
COc1ccc(CC(=O)NNC(=O)CSc2nnc(C)n2-c2ccccc2)cc1,-0.8,x,4,2,1.5,99,-4,-1,0,-12
COc1ccc2c(c1)CCC/C2=N\Nc1nc(C(=O)NN)cs1,x,x,x,0,x,107,-2,-2,x,x
CC(=O)c1c(C)[nH]c(C(=O)OCC(=O)Nc2ncc(Cl)c(C)c2Cl)c1C,-3.1,0,3,-9,0.9,100,3,-1,2,-10
CCN(C(=O)c1ccnn1C)c1ccccc1,-0.3,1,1,x,-0.6,100,-3,-2,-1,-9
Cc1ccc2oc(=O)cc(CN3CCN(C/C=C/c4ccccc4)CC3)c2c1,0.0,1,-5,8,-0.9,97,2,2,-2,-5
O=C(NCCc1ccccc1)N1c2ccccc2Sc2ccccc21,-2.7,-3,-4,3,-0.5,118,0,0,-6,-14
CCCC(=O)Nc1ccc(NC(=O)c2ccco2)cn1,-0.7,-1,0,1,-0.4,x,-10,7,-1,-5
Cn1cc([C@@H]2C[C@H]3CN(C4CCCC4)C(=O)[C@]34CCCN24)c(-c2ccccc2)n1,-0.3,-3,-1,5,0.0,106,0,0,0,-11
Cc1cccc(NC(=O)CSCC(=O)N2CCN(C(=O)c3ccco3)CC2)c1,-0.7,x,-5,1,-1.2,103,-1,4,0,-2
Cc1ccc(NC(=S)NC2CCCC2)cc1,0.4,3,-8,5,-0.6,93,2,-6,-6,-18
Cc1ccc(OCc2nc(-c3ccccn3)n[nH]2)cc1,0.3,-2,-1,9,0.9,112,-1,4,0,5
COc1ccc(Cl)cc1C(=O)OCC(=O)NCCNC(=O)COC(=O)c1cc(Cl)ccc1OC,-3.8,-2,1,-6,-0.7,104,0,-2,0,2
COC(=O)c1ccc(COC(=O)CNC(=O)C2CCCCC2)cc1,-0.5,-6,-4,5,-2.2,94,1,-3,-2,-1
CCc1ccc2[nH]c(C(=O)Nc3ccc4c(c3)OCO4)cc2c1,-0.5,-5,-2,38,2.4,93,2,0,1,0

Structures from the list above that have a cyano group:
Compound,CAL PDZ FP-1,CAL PDZ FP-2,Keap1 Nrf2 FP,Arr AP2 block,C-LANA FP,Pemphigus Ab inh,NSD2 inh,V-ATPase pH,DAGLB inh,RTF Ca sens inh
CN(C)c1nc2n(c(=O)n1)C(C#N)CS2 (centres undefined),-1.6,x,-6,4,1.7,96,3,-5,3,-8
COc1cc(CC(C#N)(CO)c2nc3ccccc3[nH]2)ccc1OC(F)F (centres undefined),-3.2,-2,1,2,-1.5,116,-3,1,0,-7
